From PubChem BioAssay
PTAP TSG101 blk: blocks PTAP/TSG101 interaction to inhibit HIV-1 budding | Q99816 | Fluorescence polarization, FITC-PTAP peptide / Tsg101 binding | Potency, µM (doses to about 115 µM), for inactives: at the highest dose activity change, negative = inhibition, usual class: inhibitors | 340,000 tested, under 10 active | AID 493005; active = well fitted inhibition curve with a large enough effect in the main read-out, with a control signal flat, not every such curve was filed as active; inconclusive = small, poorly fitted or top-dose-only effect, or effect the other way, or a change in a side signal; inactive = no such curve, though single readings can be large or run the other way; note: potency is the fitted concentration of half-maximal effect; % of control where 0% means no effect
Target sequence (Q99816 whole entry, looked up): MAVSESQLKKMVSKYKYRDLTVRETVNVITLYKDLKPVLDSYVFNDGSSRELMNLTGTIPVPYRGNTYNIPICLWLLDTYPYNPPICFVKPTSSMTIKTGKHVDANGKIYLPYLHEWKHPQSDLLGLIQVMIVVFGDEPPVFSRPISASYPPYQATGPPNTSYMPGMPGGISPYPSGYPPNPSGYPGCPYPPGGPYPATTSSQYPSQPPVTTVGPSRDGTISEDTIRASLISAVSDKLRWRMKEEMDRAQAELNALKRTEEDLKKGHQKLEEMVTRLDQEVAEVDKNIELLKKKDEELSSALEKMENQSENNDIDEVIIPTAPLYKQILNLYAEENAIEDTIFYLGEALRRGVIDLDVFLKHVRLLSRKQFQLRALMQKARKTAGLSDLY
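Fluorescence anisotropy tracks displacement of a FITC-tagged PTAP peptide (50 nM) from the Tsg101 binding domain (10 uM), following a 20 min room-temperature incubation at pH 7.5.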
GALK inhibitor: inhibitors of human galactokinase | AID 1868 | P51570 | Potency, µM (top dose mostly 57.5 µM), without a hit: at the highest dose activity change, negative = inhibition, hits mostly inhibitors | Purified GALK, Kinase-Glo residual ATP luminescence | hit rate 0.007% among 270,000; note: potency is the fitted concentration of half-maximal effect; % is set by controls: 0 for no effect and ±100 for the full control effect
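ATP-depletion format; final 35 uM ATP, 100 uM D-galactose, 5 nM enzyme; pH 8.0 HEPES/Mg2+ buffer; 60 min RT; luminescence read 10 min after detection reagent.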
Tb PFK block: T. brucei PFK enzyme inhibition. O15648. T. brucei PFK, ADP-Glo luminescence. Potency, µM (series often up to 57.5 µM), for the others: top-dose activity, negative = inhibition, actives largely listed as inhibitors. hit rate 0.17% among 330,000. AID 485367;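 note: potency is the fitted concentration of half-maximal effect; 0% = uninhibited 1x PFK enzyme wells and -100% = no-enzyme wells; nearly all actives have a fitted effect of over 60% in size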
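1.25 nM PFK with 0.5 mM F6P and 0.1 mM ATP in 0.1 M TEA pH 8.0, 5 mM MgCl2, incubated 45 min at room temperature; ADP measured by ADP-Glo luminescence; compounds titrated up to 57 uM.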
FBPA coupling cs: inhibits coupling enzyme system, counter-screen for aldolase hits. coupling enzyme system counterscreen, AmpLite Red fluorescence. activity change, negative = inhibition, % at 58.2 µM, hits read low. hit rate 0.67% among 290,000; in the data active = activity change below about -30%; note: % is set by controls: 0 for no effect and ±100 for the full control effect
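Compounds tested against the coupling enzymes alone at 57.5 uM final; readout was AmpLite Red fluorescence (525/598 nm) after 20 min at RT.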
Giardia killer: kills Giardia lamblia. Giardia lamblia trophozoite viability. activity change, % at 7.66 µM, hits read low. hit rate 0.15% among 340,000. AID 540267; in the data active = activity change below about -80%; inconclusive = between about -30% and that limit;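 note: parasites exposed to compound for two days anaerobically before the ATP read; % is set by controls: 0 for no effect and ±100 for the full control effect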
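Trophozoites 100 cells/well + cpd; 48 hrs, 37 deg C, anaerobic. ATPLite 1-Step added, 15-30 min RT, luminescence read (ATP-based viability).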
Menin MLL FP TR: displaces Texas Red mutant MLL peptide from human menin | Menin + Texas Red MLL mutant peptide, fluorescence polarization | Potency, µM (titrated, usually from 61.6 µM), without a hit: at the top dose FP activity change, negative = inhibition, usual class: inhibitors | hit rate 0.23% among 270,000 | AID 1768; active = well fitted inhibition curve with a large enough effect in the polarisation, with a control signal flat, not every such curve was filed as active; inconclusive = small, poorly fitted or top-dose-only effect, or effect the other way, or a change in a side signal; inactive = no such curve, though single readings can be large or run the other way; the % refers to the polarisation; note: potency is the fitted concentration of half-maximal effect; % of control where 0% means no effect; many of its hits are not listed in these tables
Integrin act MD: activators of alpha7 integrin expression for muscular dystrophy; alpha7betagal myoblasts, beta-gal FDG fluorescence, 48 h; Potency, µM (series often up to 38.3 µM), inactives show top-dose activation, usual class: activators; hit rate 0.064% among 350,000; AID 624291;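 note: potency is the fitted concentration of half-maximal effect; 100% = response of the positive control SU9516; nearly all actives have a fitted effect of over 60% in size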
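Alpha7betagal+/- myoblasts (passage 13) were plated 16-24 hr, then exposed to compounds (1:260 dilution of DMSO stock) for 48 hours at 37C. After MPER lysis, β-galactosidase reporter activity was read as FDG fluorescence (ex 480/em 540) after 30 minutes.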
BCR signal inh: blocks chronic active B-cell receptor signaling. ABC-DLBCL IkBa-CBG/CBR reporter, luminescence ratio, 4 h. Potency, µM (series often up to 46.1 µM), without a hit: top-dose ratio change, negative = lower green/red ratio, usual class: inhibitors. AID 493014. hit rate 0.05% among 340,000; active = well fitted inhibition curve with a large enough effect in the signal ratio, with a control signal flat, not every such curve was filed as active; inconclusive = small, poorly fitted or top-dose-only effect, or effect the other way, or a change in a side signal; the % refers to the signal ratio;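 note: potency is the fitted concentration of half-maximal effect; plate controls were basal doxycycline-induced cells for no effect and cells given 10 µM MG132 for full effect; MG132 reads +100%, hits lower the ratio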
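TMD8 ABC-DLBCL cells carrying doxycycline-inducible green luciferase fused to IkappaBalpha plus unfused red luciferase were exposed to compounds (up to 46 uM) for 4 hrs at 37C. Activity came from the overlap-corrected green/red luminescence ratio.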
PKM2 activator: activators of human pyruvate kinase M2. P14618. purified PKM2, Kinase-Glo ATP luminescence, activation; response scale: 0% is enzyme alone, no compound. Potency, µM (highest dose often 57.5 µM), for the others: at the top dose activation, most hits filed as activators. hit rate 0.34% among 260,000. AID 1631; note: potency is the fitted concentration of half-maximal effect; % is set by controls: 0 for no effect and ±100 for the full control effect; nearly all actives have a fitted effect of over 55% in size
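hPK-M2, >95% pure; 0.1 mM ADP / 0.5 mM PEP final; imidazole pH7.2 buffer w/ 7 mM MgCl2, 50 mM KCl; 1 h RT; Kinase-Glo lum. Intermediate enzyme activity for dual inhibitor/activator qHTS.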
B2AR arrestin: recruits beta-arrestin to the human beta2-adrenergic receptor | Potency, µM (doses to about 46.1 µM), inactives show top-dose activation, most hits filed as activators | AID 492947 | beta-arrestin recruitment to beta2AR, cell-based reporter | hit rate 0.02% among 330,000;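 note: potency is the fitted concentration of half-maximal effect; 0% = DMSO controls and full agonism = EC100 isoproterenol or metaproterenol; nearly all actives have a fitted effect of over 65% in size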
S-ASM inh: blocks human secretory acid sphingomyelinase; AID 504937; Potency, µM (series often up to 57.5 µM), inactives show top-dose activity change, negative = inhibition, most hits filed as inhibitors; placental ASM, HMU-PC fluorogenic substrate, 60 min; P17405; hit rate 0.006% among 340,000; note: potency is the fitted concentration of half-maximal effect
Target sequence (P17405 47-631 limits assumed): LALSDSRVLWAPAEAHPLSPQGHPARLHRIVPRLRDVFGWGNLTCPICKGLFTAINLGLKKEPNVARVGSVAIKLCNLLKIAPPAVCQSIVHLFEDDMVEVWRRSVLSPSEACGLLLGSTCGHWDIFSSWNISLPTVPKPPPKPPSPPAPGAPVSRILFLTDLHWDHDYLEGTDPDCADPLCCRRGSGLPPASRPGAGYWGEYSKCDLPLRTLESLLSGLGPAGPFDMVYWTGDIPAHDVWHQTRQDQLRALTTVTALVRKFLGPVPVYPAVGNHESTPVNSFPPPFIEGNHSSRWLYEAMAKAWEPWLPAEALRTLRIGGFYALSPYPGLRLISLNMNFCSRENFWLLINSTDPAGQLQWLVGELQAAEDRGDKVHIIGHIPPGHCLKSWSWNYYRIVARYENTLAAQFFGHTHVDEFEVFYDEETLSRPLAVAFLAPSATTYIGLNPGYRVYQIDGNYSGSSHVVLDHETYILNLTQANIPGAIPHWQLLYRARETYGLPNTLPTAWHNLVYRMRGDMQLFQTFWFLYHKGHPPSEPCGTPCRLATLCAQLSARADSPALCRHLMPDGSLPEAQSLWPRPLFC
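HMU-PC0 cleavage (9 uM final) by human placental ASM, 60 min at 37 °C following 10 min compound exposure at RT; stopped at pH 10, fluorescence Ex 386/Em 447 nm.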
An asterisk follows results filed as active; ? = inconclusive; nt = no result given; [ ] = another dose, or the depositor's remark. Unless noted, calls come from the whole dose curve; as a rule, active = well fitted curve in the direction sought with a large enough effect; inconclusive = small, poorly fitted or top-dose-only effect, or another doubt; inactive = no such curve, though single readings can be large; an effect the other way counts as inactive or inconclusive. Only part of the results is shown; rates above refer to the full screens.

SMILES	PTAP TSG101 blk	GALK inhibitor	Tb PFK block	FBPA coupling cs	Giardia killer	Menin MLL FP TR	Integrin act MD	BCR signal inh	PKM2 activator	B2AR arrestin	S-ASM inh
Cc1nc(SCC(=O)NCc2cccs2)nc(C)c1C	-2%	0%	1%	3	?	5%	-12%	2%	8%	0.1%	-1%
COC(=O)/C(=C\Nc1cccc(Cl)c1C)c1ncc(C(F)(F)F)cc1Cl	0%	0%	-3%	1	18	-4%	-7%	?	-2%	-0.1%	9%
COc1ccc(NC(=O)C/C(C)=N/NC(=O)c2cnccn2)cc1	-7%	-4%	6%	1	?	0%	-22%	?	1%	-0.8%	2%
COc1ccc(NC(=O)CCc2ccc(OC)c(OC)c2)cn1	1%	-2%	-1%	-17	15	-3%	0%	6%	nt	-0.3%	-22%
Cc1nc2c(cc1C(=O)N/N=C/c1ccc(O)c(O)c1)c(=O)n(C)c(=O)n2C	-3%	nt	16%	0	23	-3%	20%	-7%	21%	-0.1%	7%
CCOC(=O)c1ccc(N2CCN(c3cc(C)ccc3C)CC2)c(N)c1	-7%	-1%	3%	0	-3	-18%	-10%	0%	nt	3.3%	14%
O=C(c1cc(-c2ccc(F)cc2)on1)N1CCOCC1	2%	2%	-1%	1	12	16%	34%	?	-7%	-0.3%	-1%
C=CCNC(=S)/C(=C(/[O-])c1ccc([N+](=O)[O-])cc1)[n+]1ccccc1	0%	1%	-19%	-5	-16	-14%	0%	2%	2%	-0.1%	-3%
CCc1ccc(OCC(O)CN2CCC(CN3C(=O)c4cccc5cccc(c45)C3=O)CC2)cc1 (stereo not given)	-1%	1%	5%	1	-1	-17%	-11%	3%	-14%	-0.5%	-14%
O=C(NCCCN1CCOCC1)c1cc2c(s1)CCCC2	-2%	-2%	6%	-7	5	-10%	-4%	0%	-3%	0.0%	2%
O=S(=O)(c1ccc(SCc2ccccc2)nc1)N1CCCCC1	0%	nt	-5%	nt	15	nt	0%	-2%	nt	0.4%	0%
CCC(=O)OCc1c(C(F)(F)F)nn(C)c1Sc1ccc(F)cc1	-3%	0%	3%	0	-18	-7%	10%	?	-1%	0.3%	-1%
CC(=O)Nc1ccc(S(=O)(=O)N2CCN(C(=O)N3CCCCC3)CC2)cc1	-3%	1%	-1%	1	-6	-12%	-1%	0%	-1%	-0.8%	2%
CCOc1ccc(-c2cc(C(=O)NCCCN3CCCC3)c3ccccc3n2)cc1	-9%	-4%	21%	nt	-3	nt	-68%[inhibitor]	2%	nt	0.3%	155%[activator]
c1ccc(N2CCN(c3ncnc4scc(-c5cccs5)c34)CC2)cc1	-11%	0%	-2%	2	-4	1%	11%[7.66 µM]	1%	-2%	-0.8%	-10%
Cc1oc(-c2ccc(C(F)(F)F)cc2)nc1CN(Cc1ccccn1)C[C@@H]1CCC(=O)N1	-3%	-3%	3%	2	-10	-20%	-16%	?	-4%	0.1%	-3%
CSc1ncccc1C(=O)Nc1ccc(F)c(F)c1F	-3%	0%	-4%	0	12	6%	-24%	0%	5%	0.1%	-2%
Cn1c(CCN2CCN(c3ccc(F)cc3)CC2)nc2cc(NC(=O)c3ccco3)ccc21	-7%	-2%	0%	0	20	3%	-21%	?	-2%	0.0%	2%
Cc1ccc(N2C(=O)c3ccccc3C2Nc2ccc(S(=O)(=O)N3CCCCC3)cc2)nc1 (stereo not given)	-1%	1%	-5%	-6	-3	0%	-5%	-6%	-13%	4.9%	-3%
CC1CC(=O)N(CC(=O)Nc2ccc(F)cc2)c2ccccc2S1(=O)=O (stereo not given)	-5%	-5%	2%	4	17	-7%	-11%	?	nt	0.4%	-2%
Cc1nc(SCC(=O)O)n[nH]1	0%	nt	-1%	1	2	nt	1%	4%	-25%	-0.5%	-2%
CC(C)OC(=O)CSc1nnc(-c2ccc(C(C)(C)C)cc2)n1N	-9%	4%	-29%	-21	-8	-1%	-12%	-8%	-17%	-0.5%	2%
COc1ccc(OC)c(S(=O)(=O)N2CCC(C(=O)NCc3ccncc3)CC2)c1	0%	5%	-4%	2	8	-22%	5%	0%	nt	-0.2%	1%
CCc1ccc(Nc2oc(C)cc(=O)c2C(C)=O)cc1	-6%	1%	0%	5	-5	-6%	-4%	?	1%	-0.1%	1%
Cc1cc(Nc2cccc(C(F)(F)F)c2)n2nc(C)nc2n1	-2%	0%	-1%	1	3	7%	6%	0%	-2%	-0.4%	0%
Cc1c(Br)cc(C(=O)NCc2ccco2)c(C)c1C	-2%	-4%	-17%	3	-1	5%	-11%	?	?	-0.5%	0%
CCN(CC)CCC(=O)c1ccc(F)cc1	-4%	0%	2%	-1	-15	15%	-13%	1%	3%	0.1%	0%
CCc1nnc(NC(=O)CCN(c2ccc(C)cc2)S(=O)(=O)c2ccccc2)s1	-3%	-1%	0%	-2	-16	5%	-37%	?	-4%	0.4%	2%
O=C(NCc1ccccc1Cl)c1cccc2c1C(=O)c1ccc(-c3ccc(OC(F)(F)F)cc3)cc1S2(=O)=O	-1%	nt	4%	nt	-29	nt	3%	3%	nt	-0.1%	-28%
CCn1c(SC(C)C(=O)Nc2ccc3c(c2)OCCO3)nnc1C1CC1 (stereo not given)	1%	nt	0%	nt	-17	nt	4%	0%	nt	-0.9%	3%
COc1ccc([N+](=O)[O-])cc1NC(=O)COC(=O)C=C(C)C	-6%	3%	0%	2	10	0%	4%	8%	1%	-0.4%	-1%
CC1(C)Cc2c(sc(NC(=O)c3ccc(Br)o3)c2C#N)CO1	-8%	2%	-4%	5	?	-30%	0%	-1%	-12%	-0.7%	6%
O=C(CSc1nnc2ccc(-c3cccnc3)nn12)Nc1ccccc1F	0%	nt	-4%	nt	8	nt	-13%	1%	nt	0.0%	4%
COc1ccc2[nH]c(=O)c(CN(CCO)S(=O)(=O)c3ccc4c(c3)OCCO4)cc2c1	-1%	0%	-3%	-4	-24	11%	-19%	0%	-4%	-0.9%	43%[activator]
O=C(COC(=O)[C@H](Cc1ccccc1)NC(=O)c1cccs1)NC1CCCCC1	0%	-3%	3%	-10	-2	-29%	27%	?	-3%	-0.2%	1%
COc1ccc2c(=O)c(-c3ccccc3C)c(C)oc2c1	0%	-2%	0%	-2	-10	-23%	6%	2%	0%	-0.7%	2%
COc1ccccc1NC(=O)CSc1n[nH]c(Cc2ccccc2)n1	-1%	0%	2%	nt	-20	nt	-13%	-11%	-1%	0.3%	nt
CCOC(=O)C1CCCN(C(=O)CSc2nnc3nc(C)cc(C)n23)C1 (stereo not given)	-6%	nt	-3%	nt	-7	nt	4%	-1%	nt	0.0%	6%
COc1ccccc1CNCc1cccs1	-2%	4%	-2%	7	-8	-21%	14%	-6%	-4%	0.3%	2%
O=C(N/C(=C\c1ccco1)C(=O)N1CCOCC1)c1ccco1	-2%	-1%	1%	-8	19	12%	3%	10%	0%	0.2%	2%
Cc1cccc(C)c1NC(=S)N(CCc1ccncc1)C(C)C	0%	0%	-1%	2	-1	-6%	36%	-7%	-1%	-1.8%	2%
Cc1nn(-c2ccccc2)c(C)c1NC(=O)COc1ccc(Br)cc1Cl	-4%	2%	-8%	5	-12	-19%	-10%	-11%	-5%	0.2%	4%
Cc1cc(C)c2cc(CN(CC3CCCO3)S(=O)(=O)c3ccc4c(c3)OCCO4)c(=O)[nH]c2c1 (stereo not given)	-10%	10%	2%	-1	-16	-1%	-4%	-2%	2%	0.1%	9%
CCc1ccc([C@@H]2CC=C(C(=O)O)[C@H](c3ccc(C(C)(C)C)cc3)N2S(=O)(=O)c2ccc(C)cc2)cc1	-14%	nt	0%	nt	-15	nt	-24%	-5%	nt	2.1%	-24%
COc1ccc2cnn(-c3ccccc3C)c(=O)c2c1OC	-6%	1%	3%	1	5	-6%	3%	?	-2%	0.1%	4%
O=C(c1cccc(S(=O)(=O)N2CCOCC2)c1)N1CCC(Cc2ccccc2)CC1	-6%	nt	-3%	nt	-7	nt	9%	-2%	nt	-0.3%	0%
CCOc1cc(C)ccc1OCc1nnc(SCC(=O)Nc2cccc(C(=O)O)c2)n1-c1ccccc1	-5%	0%	0%	3	12	-8%	12%	5%	1%	-0.9%	4%
CCOC(=O)C1CCCC(NS(=O)(=O)c2ccc(NC(C)=O)cc2)C1 (stereo not given)	-5%	-2%	2%	4	17	10%	24%[7.66 µM]	1%	-1%	0.2%	6%
CCN(C[C@H]1N[C@@](CC)(C(=O)OC)[C@H]2C(=O)N(Cc3ccccc3)C(=O)[C@@H]12)C(=O)C1CCCCC1	-6%	nt	3%	nt	-2	nt	5%	0%	nt	-1.3%	-3%
